# Screens: PubChem, National Center for Advancing Translational Sciences (NCATS)
# S-ASM inh: Inhibitors of Secretory Acid Sphingomyelinase (S-ASM): qHTS. Sphingomyelin phosphodiesterase (Homo sapiens), P17405. placental ASM, HMU-PC fluorogenic substrate, 60 min. Potency, µM (highest dose often 57.5 µM), without a hit: top-dose activity change, negative = inhibition, most hits filed as inhibitors. actives 0.006% (n = 340,000). AID 504937, 2011; note: potency is the fitted concentration of half-maximal effect
#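 Fluorogenic HMU-PC substrate (9 uM final) is turned over by placental ASM in 60 min at 37 C after a 10 min compound preincubation. Reaction ended by alkaline stop (pH 10), with fluorescence read at 386/447 nm.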
# AT treatment: qHTS Assay for Identifying a Potential Treatment of Ataxia-Telangiectasia | […] A-T fibroblasts, KAP-1 phosphorylation AlphaLISA; neocarzinostatin DNA damage 30 min before lysis | Potency, µM (top dose mostly 57.5 µM), for the others: top-dose activation, usual class: activators | actives 0.19% (n = 320,000); note: potency is the fitted concentration of half-maximal effect; % of control where 0% means no effect; nearly all actives have a fitted effect of over 45% in size
#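 ATM-like activity read as KAP-1 phosphorylation via AlphaLISA donor/acceptor antibody pairs after lysis and 6 hr at 25C. Cells were ATM-null patient fibroblasts ([…], hTERT), dosed 60 min, then exposed to the DSB inducer NCS for 30 min.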
# a7 integrin act: qHTS for Activators of Integrin-Mediated Alleviation for Muscular Dystrophy; alpha7betagal myoblasts, beta-gal FDG fluorescence, 48 h; Potency, µM (highest dose often 38.3 µM), inactives show at the top dose activation, hits mostly activators; actives 0.064% (n = 350,000); AID 624291, 2012;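 note: potency is the fitted concentration of half-maximal effect; 100% = response of the positive control SU9516; nearly all actives have a fitted effect of over 60% in size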
#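 Alpha7betagal+/- myoblasts (passage 13) were plated 16-24 hr, then exposed to compounds (1:260 dilution of DMSO stock) for 48 hours at 37C. After MPER lysis, β-galactosidase reporter activity was read as FDG fluorescence (ex 480/em 540) after 30 minutes.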
# Mito fusion yeast: qHTS Assay for Small Molecule Inhibitors of Mitochondrial Division or Activators of Mitochondrial Fusion; actives 0.23% (n = 320,000); AID 485298, 2010; S. cerevisiae fusion-defective mutant growth rescue, CellTiterGlo 48 h; Potency, µM (highest dose often 46.1 µM), inactives show top-dose growth rescue (activation), actives largely listed as activators;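 note: potency is the fitted concentration of half-maximal effect; % of control where 0% means no effect; nearly all actives have a fitted effect of over 45% in size; temperature-sensitive fusion mutants such as fzo1-1 at 37 °C on non-fermentable ethanol glycerol medium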
#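 Compounds are tested for their ability to restore growth of mitochondrial fusion-defective yeast strains at non-permissive 37C in YPEG medium over 48 hours. Viability is quantified by luciferase luminescence.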
# TCR act: Activators of T cell receptors: qHTS campaign; primary human leukocytes, anti-CD3, IL-2 HTRF, 48 h; Potency, µM (series often up to 9.22 µM), for inactives: at the top dose activation of IL-2 secretion, usual class: activators; 330,000 tested, under 10 active; AID 504894, 2011; note: % of control where 0% means no effect
#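 Primary human leukocytes receive a-CD3 beads and test compound and are incubated 48 hr. Secreted IL-2 is then assayed by HTRF, measuring 665nm acceptor emission after 320nm excitation of the europium donor.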
# MBNL1-CUG inh: qHTS Assay for Inhibitors of MBNL1-poly(CUG) RNA binding | Muscleblind-like protein 1 (Homo sapiens), Q9NR56 | TR-FRET MBNL1-His/biotin-(CUG)12 binding, 665/545 ratio | Potency, µM (titrated, usually from 57.5 µM), inactives show top-dose activity change, negative = inhibition, usual class: inhibitors | actives 0.036% (n = 280,000) | AID 2675, 2010; active = well fitted inhibition curve with a large enough effect in the signal ratio, with a control signal flat, not every such curve was filed as active; inconclusive = small, poorly fitted or top-dose-only effect, or effect the other way, or a change in a side signal; inactive = no such curve, though single readings can be large or run the other way; the % refers to the signal ratio; note: potency is the fitted concentration of half-maximal effect; % is set by controls: 0 for no effect and ±100 for the full control effect
# Target sequence (Q9NR56 whole entry, looked up): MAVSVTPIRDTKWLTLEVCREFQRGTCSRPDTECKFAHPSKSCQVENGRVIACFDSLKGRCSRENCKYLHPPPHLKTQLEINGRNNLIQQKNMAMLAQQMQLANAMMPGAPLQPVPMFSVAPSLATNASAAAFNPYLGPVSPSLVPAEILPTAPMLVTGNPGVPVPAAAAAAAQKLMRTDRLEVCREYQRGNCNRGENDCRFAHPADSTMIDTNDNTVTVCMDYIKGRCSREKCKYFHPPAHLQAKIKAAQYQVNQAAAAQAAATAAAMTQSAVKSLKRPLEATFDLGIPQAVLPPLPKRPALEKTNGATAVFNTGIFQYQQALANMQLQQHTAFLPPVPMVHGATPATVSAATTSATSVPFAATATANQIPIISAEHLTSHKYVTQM
#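 Compounds (final 92 nM to 58 uM) are added to His-tagged MBNL1 and biotin-(CUG)12, then terbium anti-His antibody and streptavidin-XL665 (5 nM final). After 60 min at room temperature, the 665/545 nm ratio is read.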
# PTAP TSG101 blk: qHTS Assay for Iinhibitors of HIV-1 Budding by Blocking the Interaction of PTAP/TSG101; Fluorescence polarization, FITC-PTAP peptide / Tsg101 binding; 340,000 tested, under 10 active; Tumor susceptibility gene 101 protein (Homo sapiens), Q99816; Potency, µM (doses to about 115 µM), inactives show at the highest dose activity change, negative = inhibition, usual class: inhibitors; active = well fitted inhibition curve with a large enough effect in the main read-out, with a control signal flat, not every such curve was filed as active; inconclusive = small, poorly fitted or top-dose-only effect, or effect the other way, or a change in a side signal; inactive = no such curve, though single readings can be large or run the other way; note: potency is the fitted concentration of half-maximal effect; % of control where 0% means no effect
#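 FP read-out: FITC-PTAP peptide, 50 nM final, binding Tsg101 binding domain, 10 uM final; 20 min, r.t.; 10 mM HEPES pH 7.5, 0.15 M NaCl, 0.01% Tween 20, 3 mM EDTA, 0.1 mM TCEP.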
# MLL CXXC-DNA inh: qHTS Fluorescence Polarization Assay for Inhibitors of MLL CXXC domain - DNA interaction; Histone-lysine N-methyltransferase 2A (Homo sapiens), Q03164; MLL-CXXC / FITC-HOXA9 DNA fluorescence polarization; Potency, µM (doses to about 115 µM), for the others: top-dose activity change, negative = inhibition, hits mostly inhibitors; actives 0.037% (n = 290,000); active = well fitted inhibition curve with a large enough effect in the polarisation, with a control signal flat, not every such curve was filed as active; inconclusive = small, poorly fitted or top-dose-only effect, or effect the other way, or a change in a side signal; inactive = no such curve, though single readings can be large or run the other way; the % refers to the polarisation; note: potency is the fitted concentration of half-maximal effect
#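 Purified MLL-CXXC (added from a 7 uM solution) was preincubated 5 min at ambient with pinned compounds in 50 mM Tris-HCl pH 7.5, 50 mM NaCl, 1 mM DTT, 0.05% BSA. Fluorescein-labeled HOX-A9 DNA (50 nM solution) followed, 30 min, then polarization read.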
# Menin MLL FP TR: qHTS Assay for Inhibitors Targeting the Menin-MLL Interaction in MLL Related Leukemias: Competition With Texas Red Labeled MLL-derived Mutant Peptide; Menin + Texas Red MLL mutant peptide, fluorescence polarization; O00255; Potency, µM (series often up to 61.6 µM), without a hit: at the top dose FP activity change, negative = inhibition, usual class: inhibitors; AID 1768, 2009; actives 0.23% (n = 270,000); active = well fitted inhibition curve with a large enough effect in the polarisation, with a control signal flat, not every such curve was filed as active; inconclusive = small, poorly fitted or top-dose-only effect, or effect the other way, or a change in a side signal; inactive = no such curve, though single readings can be large or run the other way; the % refers to the polarisation; note: potency is the fitted concentration of half-maximal effect; % of control where 0% means no effect; many of its hits are not listed in these tables
# Target sequence (O00255 whole entry, looked up): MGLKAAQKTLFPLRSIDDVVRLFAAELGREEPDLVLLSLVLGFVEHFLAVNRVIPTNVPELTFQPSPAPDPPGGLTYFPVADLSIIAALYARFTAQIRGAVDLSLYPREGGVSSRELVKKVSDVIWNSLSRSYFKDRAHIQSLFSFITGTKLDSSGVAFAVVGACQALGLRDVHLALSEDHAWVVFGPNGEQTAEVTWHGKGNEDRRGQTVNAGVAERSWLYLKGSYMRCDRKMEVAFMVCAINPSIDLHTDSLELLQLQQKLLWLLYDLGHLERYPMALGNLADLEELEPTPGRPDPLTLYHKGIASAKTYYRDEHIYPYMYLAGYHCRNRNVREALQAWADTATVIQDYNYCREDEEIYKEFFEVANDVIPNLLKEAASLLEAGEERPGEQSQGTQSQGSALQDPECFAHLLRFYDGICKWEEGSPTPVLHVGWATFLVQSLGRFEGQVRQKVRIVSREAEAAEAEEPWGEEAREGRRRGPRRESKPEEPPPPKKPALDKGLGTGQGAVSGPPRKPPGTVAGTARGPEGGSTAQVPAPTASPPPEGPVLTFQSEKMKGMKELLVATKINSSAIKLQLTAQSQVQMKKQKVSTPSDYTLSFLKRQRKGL
# TSHR antagonist: Antagonists of the Thyroid Stimulating Hormone Receptor: HTS campaign. TSHR-expressing cells, TSH-stimulated cAMP HTRF, 2 h; active compounds read low. activity change, negative = inhibition, % at 11.5 µM. actives 0.2% (n = 330,000). AID 504810, 2011;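 active = activity change below a set negative limit, meaning inhibition stronger than a set level, cut at about -70% in these data; inconclusive = activity change between two set negative limits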; note: % is set by controls: 0 for no effect and ±100 for the full control effect
#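 Competitive HTRF cAMP read-out (cryptate anti-cAMP antibody, cAMP-d2; 30 min, room temperature) in freshly harvested TSHR cells. Compounds added before TSH at EC80 (4nM final), followed by 2 hours' incubation at 37 deg C.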
# Active calls of the source: *; ? = inconclusive; . = no result given; [ ] = dose if it differs, or a comment. Unless noted, calls come from the whole dose curve; as a rule, active = well fitted curve in the direction sought with a large enough effect; inconclusive = small, poorly fitted or top-dose-only effect, or another doubt; inactive = no such curve, though single readings can be large; an effect the other way counts as inactive or inconclusive. Only part of the results is shown; count on the stated rates, not on these rows.
SMILES,S-ASM inh,AT treatment,a7 integrin act,Mito fusion yeast,TCR act,MBNL1-CUG inh,PTAP TSG101 blk,MLL CXXC-DNA inh,Menin MLL FP TR,TSHR antagonist
CCOC(=O)N[C@H](Cc1c[nH]c2ccccc12)C(=O)NC1CC1,1%,0%,23%,-3%,-3%,-5%,3%,1%,.,17
Nc1ccc(-c2cc(-c3ccc(N)cc3)nc(-c3ccccc3)n2)cc1,.,19%,-18%,0%,-1%[46.1 µM],8%,1%,-1%,83%[activator],47
Cc1cnn(C(=S)NCCc2ccccc2)c1,1%,-1%,0%,-6%,4%,-4%,0%,9%,48%[activator],-9
Cc1cc(C)cc(NS(=O)(=O)c2ccc3[nH]cc(C(=O)NCc4ccco4)c(=O)c3c2)c1,-11%,-3%,-15%,-5%,0%,5%,-4%,10%,?,-18
O=C(O)CCCC(=O)N1N=C(c2ccccc2)CC1c1ccc2c(c1)OCO2 (centres undefined),2%,7%,10%,1%,.,3%,-1%,-17%,-1%,-1
CCCCOc1ccc(CSc2nncn2N)cc1,3%,1%,5%,1%,-5%,6%,3%,10%,5%,-8
COc1cccc(-c2nc(N3CCN(c4ccccc4)CC3)c3ccccc3n2)c1O,-12%,27%,12%,0%,5%,-1%,-2%,-4%,15%,11
CCOc1ccc(S(=O)(=O)N(CC)CC(=O)N2CCCC2)cc1C,-2%,2%,26%,2%,.,0%,-4%,1%,-3%,11
COc1cc(NC(=O)CCS(=O)(=O)c2ccc3nc(C)sc3c2)cc(OC)c1OC,7%,4%,0%,-2%,-2%,4%,-10%,2%,0%,8
Cc1cc(C)nc(/N=C(/NC(=O)c2ccccc2)Nc2ccccc2)n1,-2%,1%,25%,2%,-72%,-3%,-6%,4%,.,2
COc1ccccc1CC(=O)NC1CCC(C)CC1 (centres undefined),4%,4%,31%,-3%,-3%,2%,0%,2%,-24%,-7
CNc1nc2c(-c3ccc(Cl)cc3)nnn2c2ccccc12,487%[activator],-6%,?,-4%,-3%,2%,1%,10%,?,-7
CN1CCOCCOCCN(C)C1=O,4%,.,12%,2%,-3%,13%,-6%,6%,-3%,-6
Cc1nnc2sc(SCC(=O)N3CCc4ccccc43)nn2c1=O,5%,.,-29%,.,1%,.,-1%,.,.,.
Cc1nc(-c2ccc(Cl)cc2)sc1C1(C)CC(c2cccc([N+](=O)[O-])c2)=NO1 (centres undefined),-4%,-41%,5%,8%,-4%,-4%,-4%,-5%,.,-5
CCCc1nc2ccccc2c(=O)n1/N=C/c1c(C)[nH]n(-c2ccc(C)cc2)c1=O,-2%,11%,-19%,-6%,-1%,7%,-4%,4%,?,0
O=C1CCC(C(=O)Nc2cccc(C(F)(F)F)c2)N1 (centres undefined),3%,6%,-18%,0%,0%,8%,2%,1%,1%[11.7 µM],2
O=C1CC(c2ccccc2)C(C(=O)O)N1 (centres undefined),0%,-1%,0%,-3%,13%,-7%,-4%,-1%,5%,-6
CCCCCc1cc(=O)oc2c(C(CCN3CCCC3)c3ccc(N(C)C)cc3)c(OC)cc(OC)c12 (centres undefined),-12%,-19%,-48%,-14%,-13%,2%,0%,13%,.,0
CCOC(=O)c1ccc(N/C=C\C(=O)c2cccc(OC)c2)cc1,93%[activator],3%,5%,1%,-6%[46.1 µM],?,-3%,4%,1%,-5
Brc1ccc2c(c1)CN1CCCC1=N2,2%,3%,-7%,2%,11%,-5%,-1%,0%,14%,-4
CC(C)(C)OC(=O)NCCCC[C@H](NC(=O)c1[nH]cnc1C(=O)N[C@@H](Cc1ccccc1)C(=O)OC(C)(C)C)C(=O)OC(C)(C)C,0%,3%,0%,-22%,-2%,0%,-12%,-2%,.,-18
COc1cccc(NC(=O)N2C3CCCC2CC(NC(=O)C(C)(C)C)C3)c1 (centres undefined),-2%,-12%,-22%,-5%,-3%,1%,-2%,3%,5%,11
Cc1c(NC(=O)c2cnn3c2NC(c2ccccc2)CC3C(F)(F)F)c(=O)n(-c2ccccc2)n1C (centres undefined),-2%,.,7%,1%,-33%,-5%,-3%,20%,-1%,2
O=C(O)CS/C(=C\c1ccc(F)cc1)c1nc2ccccc2s1,.,13%,.,4%,.,?,.,-24%,12%,-12
# (further entries)
SMILES,S-ASM inh,AT treatment,a7 integrin act,Mito fusion yeast,TCR act,MBNL1-CUG inh,PTAP TSG101 blk,MLL CXXC-DNA inh,Menin MLL FP TR,TSHR antagonist
CCN(Cc1ccncc1)C(=O)c1cc(COc2ccc(F)cc2Cl)on1,-3%,-11%,22%,1%,1%,4%,0%,12%,.,20
CC1(C)CC(NC(=O)c2ccccc2F)CC(C)(C)N1,-4%,16%,-40%,2%,.,-8%,-1%,-4%,-5%,21
COc1ccc2nc(/C=N/NC(=O)[C@@H]3CCCN3C(=O)OC(C)(C)C)ccc2c1,18%,19%,0%,-3%,0%,?,-3%,-11%,.,17
CCOC(=O)c1ccc(N2CCCCC2)c(NS(=O)(=O)c2cccc(C(F)(F)F)c2)c1,-3%,8%,-6%,-2%,0%,1%,1%,-3%,.,-22
O=C1CN2Cc3c(ccc(Cl)c3Cl)N=C2N1,2%,.,.,.,-4%,.,-9%,.,?,.
O=[N+]([O-])c1ccc(Nc2ccccc2)nc1,-10%,2%,29%,-2%,-2%[46.1 µM],?,2%,-9%,?,-1
CC(=O)Nc1cc(C(F)(F)F)ccc1Oc1cccc(Br)c1,0%,?,-30%,0%,-20%,0%,-2%,-4%,-1%,2
O=C(Cn1nnc(N2CCCC2)n1)N/N=C/c1ccc(Cl)cc1,-1%,3%,-8%,0%,-7%,6%,-3%,3%,.,10
CNC(=S)Nc1cccc2[nH]ncc12,5%,1%,12%,-4%,-5%,-11%,-1%,2%,1%,2
Cc1ccc(S(=O)(=O)N2CN(Cc3ccco3)c3nc4ccccc4nc32)cc1C,0%,-4%,0%,0%,-8%,22%,-14%,12%,-19%,-1
COc1cccc(/C=C/C(=O)NCc2ccc3c(c2)OCO3)c1,-7%,2%,-24%,-1%,-3%,24%,-3%,0%,17%,7
Cc1ccc(-c2csc(Nc3ccccn3)n2)cc1,-2%,6%,-4%,2%,-1%,0%,-2%,19%,?,0
Oc1ccc(C[C@H]2CNC(=S)N2CC2CCCN2C[C@H](Cc2ccc(O)cc2)N2C[C@H](Cc3ccc(O)cc3)N(CC3CCCCCC3)C2=S)cc1 (some centres undefined),?,.,-40%,.,5%,.,-4%,.,.,.
Cc1noc(C)c1COC(=O)C1CCN(S(=O)(=O)c2ccc(F)cc2)CC1,-2%,-8%,21%,-3%,1%,.,-1%,.,.,4
O=C(CN1CCN(Cc2ccccc2)CC1)NNC(=O)c1ccccc1,1%,5%,7%,-4%,-5%,.,-6%,.,.,26

# Three of the entries above in order of the a7 integrin act value, lowest first.
structure	a7 integrin act
Cc1nnc2sc(SCC(=O)N3CCc4ccccc43)nn2c1=O	-29%
O=C1CCC(C(=O)Nc2cccc(C(F)(F)F)c2)N1 (centres undefined)	-18%
Cc1noc(C)c1COC(=O)C1CCN(S(=O)(=O)c2ccc(F)cc2)CC1	21%
